Compound activity (PubChem)
RORgamma inh: ROR gamma (mouse) transcription inhibition; P51450; Drosophila S2 Gal4-RORgamma UAS-luciferase reporter, 20 h; Potency, µM (doses to about 53.6 µM), without a hit: at the highest dose activity change, negative = inhibition, most hits filed as inhibitors; 5.4% of 310,000 active; note: potency is the fitted concentration of half-maximal effect; % is set by controls: 0 for no effect and ±100 for the full control effect; nearly all actives have a fitted effect of over 60% in size
Target sequence (P51450 whole entry, looked up, the tested form may be a part): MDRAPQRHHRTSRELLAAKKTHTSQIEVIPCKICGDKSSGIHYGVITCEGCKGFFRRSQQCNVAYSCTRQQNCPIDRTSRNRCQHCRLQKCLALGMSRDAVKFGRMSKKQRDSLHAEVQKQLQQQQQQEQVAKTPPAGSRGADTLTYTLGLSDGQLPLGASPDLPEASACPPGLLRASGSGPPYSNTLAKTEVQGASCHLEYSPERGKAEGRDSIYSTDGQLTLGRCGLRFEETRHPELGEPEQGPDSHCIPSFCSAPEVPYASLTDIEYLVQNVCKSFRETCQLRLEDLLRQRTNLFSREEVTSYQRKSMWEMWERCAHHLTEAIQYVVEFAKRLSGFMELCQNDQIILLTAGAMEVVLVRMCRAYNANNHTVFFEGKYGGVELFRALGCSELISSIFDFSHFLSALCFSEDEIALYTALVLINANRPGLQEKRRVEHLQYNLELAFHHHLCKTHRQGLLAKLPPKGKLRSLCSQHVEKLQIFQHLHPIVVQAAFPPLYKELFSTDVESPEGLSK
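Drosophila Schneider cells stably carrying a metallothionein-driven Gal4 DBD–ROR gamma fusion and a UAS-Photinus luciferase reporter were exposed to compound for 1 hr, then induced with copper sulfate (700 uM final) for 20 hr at ambient temperature before luminescence reading.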
BRCA1 expr up: BRCA1 expression activation; Potency, µM (doses to about 46.1 µM), inactives show top-dose activation, hits mostly activators; 1.1% of 380,000 active; MCF7-BRCA1-FFLuc reporter, luminescence, 48 h; response scale: scaled: vehicle 0%, 10 µM genistein 100%; AID 624202; note: potency is the fitted concentration of half-maximal effect; nearly all actives have a fitted effect of over 80% in size; some results filed as inactive show a strong effect at the top dose
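First, MCF7-BRCA1-FFLuc cells (2000/well) attach for 2 h; next, compounds are pin-added and incubated 48 h at 37 °C; finally, luciferase reagent is added and luminescence read after 15 min.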
Menin MLL FP TR: menin-MLL binding inhibition, Texas Red mutant peptide; Menin + Texas Red MLL mutant peptide, fluorescence polarization; Potency, µM (titrated, usually from 61.6 µM), for the others: top-dose FP activity change, negative = inhibition, most hits filed as inhibitors; 0.23% of 270,000 active; active = well fitted inhibition curve with a large enough effect in the polarisation, with a control signal flat, not every such curve was filed as active; inconclusive = small, poorly fitted or top-dose-only effect, or effect the other way, or a change in a side signal; inactive = no such curve, though single readings can be large or run the other way; the % refers to the polarisation; note: potency is the fitted concentration of half-maximal effect; % of control where 0% means no effect; many of its hits are not listed in these tables
PKM2 activator: PKM2 (human) enzyme activation | purified PKM2, Kinase-Glo ATP luminescence, activation; response scale: 0% is enzyme alone, no compound | Potency, µM (top dose mostly 57.5 µM), without a hit: top-dose activation, usual class: activators | 0.34% of 260,000 active; note: potency is the fitted concentration of half-maximal effect; % is set by controls: 0 for no effect and ±100 for the full control effect; nearly all actives have a fitted effect of over 55% in size
Target sequence (P14618 whole entry, looked up): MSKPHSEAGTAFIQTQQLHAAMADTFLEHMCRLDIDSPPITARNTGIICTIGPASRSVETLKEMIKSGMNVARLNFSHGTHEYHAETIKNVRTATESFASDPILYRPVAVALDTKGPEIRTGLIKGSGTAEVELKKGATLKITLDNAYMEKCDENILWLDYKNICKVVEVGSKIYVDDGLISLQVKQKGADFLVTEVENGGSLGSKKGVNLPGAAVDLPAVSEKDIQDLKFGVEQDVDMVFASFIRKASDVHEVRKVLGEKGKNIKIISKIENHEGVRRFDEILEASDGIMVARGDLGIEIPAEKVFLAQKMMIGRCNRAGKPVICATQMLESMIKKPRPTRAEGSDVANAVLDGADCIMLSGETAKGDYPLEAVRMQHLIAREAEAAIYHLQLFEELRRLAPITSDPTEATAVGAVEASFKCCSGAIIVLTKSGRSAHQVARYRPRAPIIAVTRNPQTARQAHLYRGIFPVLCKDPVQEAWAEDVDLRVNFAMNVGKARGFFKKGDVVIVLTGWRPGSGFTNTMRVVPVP
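Purified hPK-M2 (>95% pure) converted ADP (0.1 mM final) to ATP with 0.5 mM PEP in 50 mM imidazole pH7.2, KCl, MgCl2, Tween 20, BSA; 1 h at room temperature. ATP detected by Kinase-Glo luminescence.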
Rab9 prom act: Rab9 promoter activation; Huh7 Rab9 promoter-luciferase reporter, luminescence, 24 h; Potency, µM (highest dose often 9.22 µM), for inactives: top-dose activation, negative = inhibition, actives largely listed as activators; 2.8% of 320,000 active; AID 485297; note: potency is the fitted concentration of half-maximal effect; % of control where 0% means no effect; nearly all actives have a fitted effect of over 60% in size
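Luciferase signal after 10 min detection reagent at ambient indicates Rab9 promoter upregulation; stably transfected Huh7 cells were treated 24 h with compound in DMSO at 37 °C, 5% CO2.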
ELG1 genotox: inducers of genotoxicity in HEK293T ELG1-luciferase cells. Potency, µM (series often up to 46 µM), for inactives: at the highest dose activity change, positive = activation, usual class: activators. HEK293T ELG1-luciferase reporter, luminescence, 16 h. 1.3% of 330,000 active; note: potency is the fitted concentration of half-maximal effect; % of control where 0% means no effect; nearly all actives have a fitted effect of over 60% in size
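Reporter readout depends on ELG1 protein level, which increases with genetic stress. After 16 hr compound exposure at 37 °C, luciferase activity was quantified using ONE-Glo.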
NPC1 promoter act: activators of NPC1 promoter; Huh7 NPC1 promoter luciferase reporter, 24 h; 2.4% of 320,000 active; Potency, µM (series often up to 9.22 µM), for the others: at the highest dose activation, hits mostly activators;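 note: potency is the fitted concentration of half-maximal effect; % of control where 0% means no effect; nearly all actives have a fitted effect of over 60% in size; reporter is driven by a mutant NPC1 promoter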
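Stable NPC1-promoter luciferase Huh7 line; cpd (DMSO) 24 h, 37 °C, 5% CO2; Amplite luciferase reagent 10 min RT; luminescence readout. qHTS format.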
p53 reactivation: mutant p53 re-activation in reporter cells | 0.063% of 320,000 active | Potency, µM (highest dose often 92.2 µM), without a hit: at the highest dose activity change, positive = activation, actives largely listed as activators | H1299 p53-A138V BP100-luciferase reporter, luminescence, 24 h; note: potency is the fitted concentration of half-maximal effect; % of control where 0% means no effect; nearly all actives have a fitted effect of over 45% in size
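p53-null H1299 cells stably carrying temperature-sensitive p53-A138V and a BP100-luciferase reporter were pinned with compounds (4-point, 1:5 series) and held 24 hrs at 37 deg C. Luminescence was read 10 min after detection reagent.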
Gal4-VP16 FLuc: counter-screen for ROR gamma inhibitors: Gal4-VP16 reporter | AID 2546 | Drosophila S2 Gal4-VP16 UAS-luciferase, luminescence, 20 h | 3.5% of 310,000 active | Potency, µM (highest dose often 53.6 µM), inactives show top-dose activity, negative = inhibition, actives largely listed as inhibitors;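 note: Gal4-VP16 expression switched on by copper sulfate through the metallothionein promoter; potency is the fitted concentration of half-maximal effect; % is set by controls: 0 for no effect and ±100 for the full control effect; nearly all actives have a fitted effect of over 50% in size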
Giardia killer: Giardia lamblia killing. Giardia lamblia trophozoite viability. activity change, % at 7.66 µM, hits read low. 0.15% of 340,000 active. AID 540267; in the data active = activity change below about -80%; inconclusive = between about -30% and that limit;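 note: parasites exposed to compound for two days anaerobically before the ATP read; % is set by controls: 0 for no effect and ±100 for the full control effect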
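Giardia lamblia trophozoites (100 cells/well) were incubated with compounds for 48 h at 37 deg C under anaerobic conditions. Viability was read as ATP content by one-step luminescence after 15-30 min at room temperature.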
FLuc modulator: counter-screen for miR-21 project: firefly luciferase inhibitors or activators | P08659 | purified FLuc, Km substrates, luminescence inhibition | Potency, µM (top dose mostly 57.5 µM), without a hit: at the highest dose activity change, negative = inhibition, most hits filed as inhibitors | 6.9% of 360,000 active | AID 588342;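 note: potency is the fitted concentration of half-maximal effect; plate controls were vehicle for no effect and reference inhibitor for full effect; nearly all actives have a fitted effect of over 55% in size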
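Biochemical qHTS of compounds, final roughly 60 µM downward over six points, against 10 nM purified firefly luciferase using Km concentrations of substrates (10 uM D-luciferin, 10 uM ATP) in Tris acetate pH 7.5 buffer; luminescence output.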
Active calls of the source: *; ? = inconclusive; . = no result given; & = joins results of further samples; [ ] = dose if it differs, or a comment. Unless noted, calls come from the whole dose curve; as a rule, active = well fitted curve in the direction sought with a large enough effect; inconclusive = small, poorly fitted or top-dose-only effect, or another doubt; inactive = no such curve, though single readings can be large; an effect the other way counts as inactive or inconclusive. A portion of the library, so the mix of outcomes need not match the whole.

SMILES | RORgamma inh | BRCA1 expr up | Menin MLL FP TR | PKM2 activator | Rab9 prom act | ELG1 genotox | NPC1 promoter act | p53 reactivation | Gal4-VP16 FLuc | Giardia killer | FLuc modulator
Cc1ccc(C)c(NC(=O)NNS(=O)(=O)c2ccc(C)c(C)c2)c1 | 2% | -3% | 8% | -1% | 8% | 0% | -1% | -13% | 11% | -10 | 3%
COc1ccc(OCCNS(=O)(=O)c2ccccc2)cc1 | ? | 9% | 0% | -1% | -10% | 0% | -5% | 13% | -5% | -19 | 5%
O=C(NC1=NCCS1)c1ccccc1 | -12% | 77% | 19% | 1% | 23% | 16% | 21% | . | 6% | -1 | -18%
COC(=O)C1CCN(C(=O)c2cc(S(=O)(=O)N3CCCCC3)ccc2Cl)CC1 | . | -4% | . | . | 0% | 3% | 1% | 3% | . | 8 | -1%
C[C@H](NC(=O)OCc1ccccc1)c1nnc([C@H](Cc2ccccc2)NC(=O)OC(C)(C)C)o1 | 27% | -26% | . | -2% | -3% | -1% | 0% | -4% | -2% | -9 | 0%
COc1cccc(N2CCN(C(=O)Nc3ccc4c(c3)NC(=O)CO4)CC2)c1 | 0% | 3% | -12% | 1% | -4% | -2% | 1% | -7% | 1% | -12 | 3%
O=C1[C@@H]2Cc3c([nH]c4ccccc34)C(c3ccccc3)N2C(=O)CN1C1CC1 (stereo partly drawn) | -14% | -8% | -1% | . | 1% | -16% | 1% | -5% | -11% | 2 | -1%
O=C1CN(C(=O)COC(=O)c2ccccc2NC(=O)c2ccco2)c2ccccc2N1 | -2% | -21% | 15% | 0% | -7% | -8% | -3% | 1% | 10% | 2 | -7%
CC1(C)CC(=O)C2=C(C1)N(c1ccc(F)cc1)C(=O)C2(NC(=O)c1ccccc1)C(F)(F)F (stereo not drawn) | -5% | . | 0% | -1% | 4% | 6% | -5% | -3% | -2% | . | -2%
CCCCc1ccc(NS(=O)(=O)N(C)C)cc1 | 19% | -1% | 0% | 1% | 3% | 5% | -1% | 1% | 4% | 17 | 0%
CC(C)CC(=O)N1CCC(N(CCc2ccccc2)Cc2ccccc2)CC1 | 41% | -18% | ? | 1%[11.5 µM] | 0% | 5% | 2% | -5% | 3% | 16 | 9%
COc1ccccc1N(O)C1CC(=O)N(c2ccc(Br)cc2)C1=O (stereo not drawn) | -35% | -36% | ? | 14% | -1% | 7% | -3% | ? | 2% | 7 | ?
CC(=O)N1c2ccc(S(=O)(=O)N3CCOCC3)cc2CC1C (stereo not drawn) | -5% | 2% | -1% | -1% | 0% | 3% | 1% | 7% | 2% | 4 | 0%
Cc1ccc(C)c(S(=O)(=O)N2CCCC2CNC(=O)c2ccc([N+](=O)[O-])cc2)c1 (stereo not drawn) | . | -32% | . | . | -18% | -6% | 0% | -5% | . | -14 | 3%
Cc1cc(OCC(=O)OCC(=O)N(C)c2c(N)n(Cc3ccccc3)c(=O)[nH]c2=O)ccc1Cl | . | 21% | . | . | -1% | 7% | -1% | -2% | . | 14 | 0%
O=c1cc(CO)oc(CN2CCN(c3cccc(C(F)(F)F)c3)CC2)c1O | -27% | -34% | . | -12% | -5% | -10% | 2% | 7% | -3% | 22 | 4%
COc1ccc(Cl)cc1C(=O)NCC#N | -15% | -12% | 12% | -6% | -8% | -1% | 2% | -9% | -1% | -1 | 1%
Cc1cc(C)c2c(c1)/C(=N/NC(=S)Nc1ccc(F)cc1)CCC2 | -22% | -21% | 8% | -8% | 0% | -5% | 3% | 0% | 16µM* | 2 | -2%
COc1ccc(C2(C(=O)Nc3ccc(C)c(C)c3)CCOCC2)cc1 | 10% | 16% | 6% | -4% | 1% | -3% | -6% | -4% | -1% | -1 | 0%
CCN(CC)c1ccc(/C=N/Nc2nc(C)cc(=O)[nH]2)cc1 | -32% | 0% | 7% | -5% | 10% | -9% | -5% | -6% | -3% | 17 | 19µM*
COc1ccc(C(=O)Nc2cc(OC)c(Cl)cc2Cl)cc1 | 11% | -4% | ? | -4% | 25% | 3% | 7% | 5% | -17% | 2 | -9%
CC(=O)Nc1ccc(-n2c(C)ccc2C)cc1 | -24% | -18% | 21% | -4% | 1% | ? | -2% | 1% | -7% | -12 | 0%
CCc1ccc(OCC(=O)NNC(=O)c2cnccn2)c(Br)c1 | ? | 12% | . | 1% | 5% | 11% | 4% | -5% | 6.3µM* | -18 | ?
O=C(CC1C(=O)NCCN1Cc1c(F)cccc1Cl)NCCC1=CCCCC1 (stereo not drawn) | 23% | 3% | -22% | 4% | -5% | -1% | -3% | -5% | 0% | 5 | -3%
NC(=O)/C(=C\c1ccncc1)c1cccc2ccccc12 | 11% | -4% | -5% | -4% | -4% | -4% | 0% | -1% | 3% | 1 | 2%
Cc1cccc(NC(=O)C2C(C(=O)O)C3C=CC2C32CC2)c1C (stereo not drawn) | 2% | -13% | -2% | ? | 3% | 2% | 4% | -10% | -27% | -22 | -2%
O=C(CSc1ccc(Cl)cc1)NC1CCCc2ccccc21 (stereo not drawn) | 6% | -16% | -5% | 6% | 1% | -3% | -2% | -4% | 4% | 0 | 2%
O=C(Nc1ccc(C(=O)N2CCCCC2)cc1)c1ccc(Br)cc1 | ? | 16% | 0% | 2% | 0% | -5% | -3% | -3% | -6% | -2 | ?
COc1ccc(CNC(=O)c2sc(=S)n(-c3ccccc3)c2N)cc1 | -3% | -9% | . | -3% | -1% | 0% | 0% | 0% | 9% | 13 | -13%
CC1CCCCN1S(=O)(=O)c1ccc2c(c1)C(C)(C)C(=O)N2C (stereo not drawn) | -5% | 8% | -11% | -3% | -3% | 3% | 1% | 8% | -2% | -11 | 0%
CNC(=S)N/N=C/c1ccc(-c2ccc(C(=O)O)cc2)o1 | 4µM* | 75% | . | -56% | 30% | ? | ? | -1% | -26% | -23 | 17µM*
C[C@@H]1C=C[C@](Cc2ccccc2)(C(=O)NCCc2c[nH]c3ccccc23)N1C(=O)c1ccccc1 | ? | -28% | -4%&-3% | -1%&3% | -5% | -4% | -3% | 4% | 0%&-1% | -19 | 1%
CC12CCC(C(=O)O)(c3nc4cc([N+](=O)[O-])ccc4nc31)C2(C)C (stereo not drawn) | -3% | -6% | . | -10% | 3% | -2% | -3% | 5% | 7% | 4 | 0%
Cc1ccc(-c2cc(C(=O)NCCCn3ccnc3)c3ccccc3n2)s1 | 9% | -12% | 2% | 4% | -1% | 0% | 1% | -12% | -2% | -13 | 17µM*
N#Cc1ccc2c(c1)C[C@]1(c3ccsc3)Oc3c(c(=O)oc4ccc(F)cc34)C2O1 | 19%[10 µM] | . | ? | -11%[11.5 µM] | -7%[1.84 µM] | . | -3%[1.84 µM] | . | -9%[10 µM] | . | ?
O=C(c1ccccc1)C1CCc2occc2C1=O (stereo not drawn) | -2%[0.365 µM] | 0% | -18% | 3% | 12% | 3% | 0% | -4% | . | -9 | 5%
S=C(c1ccc(N2CCCC2)cc1)N1CCCCC1 | 8.9µM* | 28% | -24% | 0% | 26% | 1% | 15% | ? | ? | -7 | ?
COc1ccc(C2=CC(c3ccc(C)cc3)n3nnnc3N2)cc1 (stereo not drawn) | 11% | -38% | 23% | -10% | 2% | -7% | 8% | 15% | 2% | -16 | -11%
CCCC1=NN(C(=O)Cc2ccc(OC)c(OC)c2)C(O)(C(F)(F)F)C1 (stereo not drawn) | ? | -11% | . | 2% | -4% | -2% | -7% | -3% | -19% | 11 | 6%
O=C1CC(C(=O)Nc2ccc(F)cc2)n2cnnc2N1 (stereo not drawn) | -16% | 25% | 4% | 2% | -3% | 4% | -4% | 0% | -7% | 6 | -2%
CCOC(=O)c1cn(CC(=O)Nc2ccc(C(C)C)cc2)nn1 | 24% | -3% | 18% | -1% | -6% | -1% | 1% | 7% | -2% | -3 | -1%
c1ccc2nc3c(nc2c1)sc1nc2ccccc2n13 | -25% | . | 10% | 9% | 0% | -2% | -7% | -3% | 5% | . | 3%
COC(=O)Nc1nc2ccc(SC(C)C)cc2[nH]1 | -27%[16.9 µM] | 8% | -4%[24.8 µM] | . | 16% | 5.8µM* | 20% | 24% | -10%[17 µM] | ? | ?
CC(NC(=O)CCOc1ccccc1)c1ccccc1 (stereo not drawn) | 35% | 10% | -8% | 1% | 11% | 0% | 0% | -1% | 0% | -9 | -1%
Cc1ccc(C(O)c2cccnc2)o1 (stereo not drawn) | -34% | -14% | -1% | 3% | 0% | 0% | 2% | -1% | 6% | -17 | 2%
